Compound activity from PubChem.
ALOX12 inh = blocks human arachidonate 12S-lipoxygenase. P18054. purified 12hLO, xylenol orange hydroperoxide absorbance. Potency, µM (doses to about 108 µM), for inactives: at the top dose activity change, negative = inhibition, hits mostly inhibitors. 580,000 tested, 1.1% active. AID 1671190; further: on the % scale 0 is the no-effect control and ±100 the full control effect
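Purified human 12hLO (150 nM final) in 25 mM Hepes, 0.01% Triton X-100, pH 7.0 was preincubated 15 min at room temperature with compound. Then 40 uM arachidonic acid was added, 30 min. Hydroperoxide was read by Fe-XO absorbance ratio 573/405 nm.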
Pin1 inh = blocks the human prolyl isomerase Pin1. Pin1 FP peptide displacement, HiFluor488, 10 min. 390,000 tested, 0.009% active. Potency, µM (titrated, usually from 115 µM), for the others: at the highest dose activity, negative = inhibition, usual class: inhibitors; active means well fitted inhibition curve with a large enough effect in the polarisation, with a control signal flat, not every such curve was filed as active; inconclusive means small, poorly fitted or top-dose-only effect, or effect the other way, or a change in a side signal; inactive means no such curve, though single readings can be large or run the other way; the % refers to the polarisation; further: on the % scale 0 is the no-effect control and ±100 the full control effect
RGS4 inh = inhibitors of human regulator of G protein signaling 4 | Potency, µM (top dose mostly 114 µM), for inactives: at the highest dose activity change, negative = inhibition, usual class: inhibitors | Transcreener GDP fluorescence polarization, RGS4-accelerated GTP hydrolysis | 390,000 tested, 0.039% active; further: on the % scale 0 is the no-effect control and ±100 the full control effect; nearly all actives have a fitted effect of over 75% in size; some results filed as inactive show a strong effect at the top dose
Target sequence (P49798 whole entry, looked up): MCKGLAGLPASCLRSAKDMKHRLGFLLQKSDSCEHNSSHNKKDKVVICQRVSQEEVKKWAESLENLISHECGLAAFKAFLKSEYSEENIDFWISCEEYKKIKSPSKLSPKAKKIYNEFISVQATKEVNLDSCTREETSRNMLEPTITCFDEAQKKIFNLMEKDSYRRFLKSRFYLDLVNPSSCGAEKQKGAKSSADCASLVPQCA
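MLSMR compounds (23 nl, pin-transferred) preincubated 10 min at room temperature with a 500nM (2x) first reagent, then RGS4 at 900nM (2x) plus Transcreener GDP mix added; fluorescence polarization (620/688 nm) read before and after 90 min at 30 °C.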
HP1b chromo inh = HP1-beta chromodomain-methylated histone interaction inhibition; Potency, µM (series often up to 114 µM), for the others: at the top dose activity change, negative = inhibition, most hits filed as inhibitors; AID 540317; P83916; AlphaScreen HP1-beta / biotin-H3K9me3 peptide binding; 390,000 tested, 0.56% active; further: nearly all actives have a fitted effect of over 70% in size; inactives centre near 23
Target sequence (P83916 whole entry, looked up): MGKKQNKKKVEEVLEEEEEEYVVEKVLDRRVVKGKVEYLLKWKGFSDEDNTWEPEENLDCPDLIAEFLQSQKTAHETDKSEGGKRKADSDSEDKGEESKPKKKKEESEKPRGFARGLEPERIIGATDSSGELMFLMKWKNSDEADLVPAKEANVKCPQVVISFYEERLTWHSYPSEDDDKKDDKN
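HP1-beta protein (50 nM final) preincubated 30 min at room temperature with biotinylated H3(1-18)K9me3 peptide (50 nM) in PBS pH 7.4, 0.01% Tween-20, then compound added for 30 min. AlphaScreen streptavidin donor/nickel chelate acceptor beads (10 ug/mL final), 30 min dark, luminescence read.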
ERG Ets-DNA blk = inhibitors of human ERG Ets domain-DNA interaction | P11308 | fluorescence polarization, His-ERG Ets domain / labelled DNA | Potency, µM (titrated, usually from 76.9 µM), for inactives: at the highest dose FP activity, negative = inhibition, actives largely listed as inhibitors | 370,000 tested, 0.028% active | AID 624246; active means well fitted inhibition curve with a large enough effect in the polarisation, with a control signal flat; inconclusive means small, poorly fitted or top-dose-only effect, or effect the other way, or a change in a side signal; inactive means no such curve, though single readings can be large or run the other way; the % refers to the polarisation;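 further: polarization taken with two DNA probes labelled with fluorescein and Texas red; % of control where 0% means no effect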
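His-tagged ERG Ets domain (1 uM in the protein solution; 300mM KCl, 50mM Tris-HCl, 1mM EDTA, 1mM DTT, pH 7.5) received compound, then a probe mix of 5 nM fluorescein-DNA and 100nM Texas-615-DNA. Fluorescence polarization was read for both dyes.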
JMJD2A Tudor = JMJD2A Tudor domain (human) inhibition; AlphaScreen JMJD2A-Tudor / H3K4me3 peptide binding; 390,000 tested, 4.4% active; O75164; Potency, µM (highest dose often 114 µM), without a hit: at the highest dose activity change, negative = inhibition, actives largely listed as inhibitors; further: on the % scale 0 is the no-effect control and ±100 the full control effect; nearly all actives have a fitted effect of over 50% in size
rTrxR1 inhibitor = inhibitors of rat thioredoxin reductase 1 | O89049 | recombinant rTrxR1, NADPH fluorescence consumption, selenite substrate | Potency, µM (titrated, usually from 114 µM), for the others: top-dose activity change, negative = inhibition, usual class: inhibitors | 390,000 tested, 1% active; further: on the % scale 0 is the no-effect control and ±100 the full control effect; nearly all actives have a fitted effect of over 65% in size
Target sequence (O89049 whole entry, looked up): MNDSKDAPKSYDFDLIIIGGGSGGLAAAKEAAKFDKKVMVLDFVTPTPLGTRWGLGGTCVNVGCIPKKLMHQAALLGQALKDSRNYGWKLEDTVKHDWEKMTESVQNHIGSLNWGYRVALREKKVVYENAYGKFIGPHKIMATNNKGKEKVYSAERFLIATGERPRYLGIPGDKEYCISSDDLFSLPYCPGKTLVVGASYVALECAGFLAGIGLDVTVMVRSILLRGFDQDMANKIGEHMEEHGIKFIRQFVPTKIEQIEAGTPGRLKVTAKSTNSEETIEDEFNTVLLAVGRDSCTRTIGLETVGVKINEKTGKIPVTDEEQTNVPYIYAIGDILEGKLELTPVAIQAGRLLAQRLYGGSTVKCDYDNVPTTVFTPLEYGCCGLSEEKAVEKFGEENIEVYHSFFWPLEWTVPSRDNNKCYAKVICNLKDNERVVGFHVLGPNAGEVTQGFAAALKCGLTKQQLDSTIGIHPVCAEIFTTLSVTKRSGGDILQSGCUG
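Rat TrxR1 (90 nM in the dispensed reagent) was pre-reduced with 400 uM NADPH for 5 min at room temperature, then incubated with compound for 15 min. After 400 uM selenite was added, NADPH fluorescence (Ex 340/Em 450 nm) was followed for 8 min.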
GLS inhibitor = inhibitors of human glutaminase (GLS); 410,000 tested, 0.21% active; AID 624170; Potency, µM (series often up to 45.5 µM), for the others: at the top dose activity change, negative = inhibition, most hits filed as inhibitors; GLS enzymatic activity, qHTS titration; further: on the % scale 0 is the no-effect control and ±100 the full control effect
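hKGA in 45 mM KH2PO4 pH 8.2, 0.02% Tween-20 with pin-transferred compounds; 1 mM L-glutamine (stock) plus glutamate oxidase/HRP/Amplex Red coupling added. Fluorescence read initially and after 30 min at RT.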
PGK inhibitor = T. brucei PGK inhibition | P07378 | Potency, µM (top dose mostly 57.5 µM), for inactives: at the top dose activity change, negative = inhibition, actives largely listed as inhibitors | 380,000 tested, 0.043% active | PGK/GAPDH coupled, Kinase-Glo luminescence, 60 min; further: on the % scale 0 is the no-effect control and ±100 the full control effect; nearly all actives have a fitted effect of over 60% in size
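Luminescent ATP detection (Kinase-Glo Plus) follows a 60-minute room-temperature incubation, with wells lacking PGK as controls. Buffer: 100 mM TEA (pH 7.6), 5 mM MgCl2, 0.01% Tween-20. Coupling enzyme GAPDH (100 nM final) supplies unstable 1,3-BPG in-well.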
The depositor's hits bear a star; i = inactive; ? = inconclusive; · = not tested or not shown; & = joins results of further samples; [ ] = another dose, or the depositor's remark. Unless noted, the call rests on the fitted dose curve; in most records, active means well fitted curve in the direction sought with a large enough effect; inconclusive means small, poorly fitted or top-dose-only effect, or another doubt; inactive means no such curve, though single readings can be large; an effect the other way counts as inactive or inconclusive. Potency means the concentration at half of the fitted maximal effect.

ALOX12 inh	Pin1 inh	RGS4 inh	HP1b chromo inh	ERG Ets-DNA blk	JMJD2A Tudor	rTrxR1 inhibitor	GLS inhibitor	PGK inhibitor	Molecule
-5%	4%	-21%	36%	0%	-10%	-13%	2%	·	N#C/C(=C/c1ccccc1Cl)c1nc(-c2cc3ccccc3oc2=O)cs1
8%	3%	13%	31%	5%	-11%	5%	17%	1%	O=C1C2ON(c3ccccc3)C(c3ccncc3)C2C(=O)N1c1ccc(N2CCOCC2)cc1 (stereo unspecified)
?	-3%	-16%	11%	6%	-18%	3%	0%	-2%	CN(CC(=O)Nc1cccc(F)c1)C(=O)CCc1nc2ccccc2c(=O)[nH]1
3%	2%	-23%	38%	9%	-23%	4%[57.1 µM]	-2%	-1%	CCCCNC(=O)Cn1c2c(c(-c3ccccc3Cl)cc1=O)CCC2
0%	1%	-31%	29%	5%	-15%	1%	-3%	-1%	CS(=O)(=O)N(CC(=O)Nc1cccc(Cl)c1Cl)c1ccccc1
?	-4%	-31%	36%	5%	7%	19%[57.1 µM]	-11%	-9%	CCN(CC)CCN1C(=O)c2ccccc2NC1c1ccc(Br)cc1 (stereo unspecified)
-11%	2%	12%	57%[activator]	5%	2%	12%	-5%	3%	C[C@H](NC(=O)c1ccco1)C(=O)NC1CCCCCC1
7%	3%	-4%	51%[activator]	-12%	-3%	14%	19%	i	CCOC(=O)C1(C)NC(c2ccc(O)cc2)C2C(=O)N(c3ccccc3)C(=O)C21 (stereo unspecified)
-11%	1%	-16%	0%	-1%	-15%	11%	10%	-5%	COC(=O)CC1Oc2ccc(F)cc2-n2cc(-c3ccc(Cl)cc3)nc21 (stereo unspecified)
-7%	-10%	-19%[56.9 µM]	70%[activator]	14%	-1%	14%[57.1 µM]	-3%	-2%	Cc1ccc(S(=O)(=O)NC(CC(=O)O)c2cccs2)cc1 (stereo unspecified)
?	-6%	7%	22%	-5%	50µM*	21%	34%[activator]	0%	Cc1cccc(C)c1N1CCN(C(=O)Nc2ccc3c(c2)OCCO3)CC1
-16%	9%	11%	29%	-2%	-8%	14%	-3%	8%	Cc1cccc(OCC(=O)NCCCNC(=O)c2ccccn2)c1
146%[activator]	-2%	-13%	11%	-4%	0%	-1%[57.1 µM]	-3%	9%	O=C(Nc1ccc(F)cc1F)N1CCCN(c2ccc([N+](=O)[O-])cn2)CC1
?	10%	9%	21%	0%	-20%	-15%	0%	-9%	CC(=O)c1ccc(NC(=O)CCOc2ccccc2)cc1
?	-7%	-21%	28%	-2%	0%	4%[57.1 µM]	-8%	8%	CCOC(=O)c1ccc(NC(=O)COC)cc1

Three entries from above, bar-delimited.
smiles | ALOX12 inh | Pin1 inh | RGS4 inh | HP1b chromo inh | ERG Ets-DNA blk | JMJD2A Tudor | rTrxR1 inhibitor | GLS inhibitor | PGK inhibitor
COC(=O)CC1Oc2ccc(F)cc2-n2cc(-c3ccc(Cl)cc3)nc21 (stereo unspecified) | -11% | 1% | -16% | 0% | -1% | -15% | 11% | 10% | -5%
Cc1ccc(S(=O)(=O)NC(CC(=O)O)c2cccs2)cc1 (stereo unspecified) | -7% | -10% | -19%[56.9 µM] | 70%[activator] | 14% | -1% | 14%[57.1 µM] | -3% | -2%
Cc1cccc(C)c1N1CCN(C(=O)Nc2ccc3c(c2)OCCO3)CC1 | ? | -6% | 7% | 22% | -5% | 50µM* | 21% | 34%[activator] | 0%

Next section
ALOX12 inh	Pin1 inh	RGS4 inh	HP1b chromo inh	ERG Ets-DNA blk	JMJD2A Tudor	rTrxR1 inhibitor	GLS inhibitor	PGK inhibitor	Molecule
-5%	0%	-15%	10%	8%	-8%	27%	13%	i	COc1ccc(-c2nc(C#N)c(NCC3CCCO3)o2)cc1OC (stereo unspecified)
1%	-10%	30%	24%	-2%	-10%	-9%	3%	-1%	Cc1ccc(C)c(NC(=O)C(Sc2nncn2C)c2ccccc2)c1 (stereo unspecified)
2%	-1%	-1%	41%[activator]	-13%	-9%	-1%	-11%	-8%	CCc1ccc(CN2CCC(CO)(CC3CCCCO3)CC2)o1 (stereo unspecified)
3%	6%	-7%	33%	-5%	-10%	-6%	6%	2%	CCn1nccc1C(=O)Nc1ccccc1OC
-1%	27%	8%	47%[activator]	-4%	3%	11%	3%	0%	Cc1ccc(-n2c(=O)c3sc4ccccc4c3n(CC(=O)NC3CCCC3)c2=O)cc1C
-4%	-6%	4%	4%	6%	-21%	2%	17%	i	c1ccc2[nH]c(NCc3ccc4c(c3)OCO4)nc2c1
24%	2%	-15%	48%	-5%	-1%	17%[57.1 µM]	9%	7%	O=C1NC2(CCCc3ccccc32)C(=O)N1CCOc1ccc(Br)cc1 (stereo unspecified)
-16%	-6%	0%	24%	2%	-14%	25%[57.1 µM]	3%	-9%	CCCCCCCNC(=O)C1(CC2CC(c3ccc(Cl)cc3)=NO2)CCN(C(=O)Cc2ccc(F)cc2)CC1 (stereo unspecified)
-3%	21%	-8%	56%[activator]	?	7%	46%[activator]	0%	i	Cc1ccc(OCCn2cc(C(=O)c3cccs3)c3ccccc32)cc1
16%	-2%	-7%	26%	·	-17%	7%	0%	-11%	O=c1nc(-c2ccccc2)n(-c2ccccc2)c2ncccc12
-6%	-3%	-39%	20%	-7%	-7%[11.4 µM]	15%[57.1 µM]	0%	8%	COc1ccc(N2CC(C(=O)Nc3ccc(S(=O)(=O)Nc4nccs4)cc3)CC2=O)cc1 (stereo unspecified)
7%[57.4 µM]	2%	13%	-8%	·	-12%	30%	10%	-1%	Cc1cc(NC(=O)CSc2nnc3c(C)cc4ccccc4n23)no1
2%	5%	6%	11%	-7%	-4%	2%[57.1 µM]	3%	0%	Cc1cc(NC(=O)C2CC(=O)OC2c2ccccc2)no1 (stereo unspecified)
-1%	?	14%	7%	0%	-24%	-10%	20%	i	CCN(CC(=O)Nc1c(F)cccc1F)C(=O)/C=C/c1cn(Cc2ccccc2)nc1-c1cccnc1
0%	-1%	8%	-4%	1%	-32%	26%[2.29 µM]	4%	-4%	Cc1c(C)n(Cc2ccccc2)c2ncnc(NCCN(C)C)c12
-29%	-2%	4%	37%[activator]	-2%	3%	4%	0%	-11%	O=C1c2cccc3cccc(c23)C(=O)N1c1nccs1
?	23%	-2%	-28%	-3%	-8%	23%[57.1 µM]	-5%	-6%	CC(NC(=O)c1ccc2c(c1)N(Cc1cccc(F)c1)C(=O)c1ccccc1S2)c1ccccc1 (stereo unspecified)
-13%	1%	-8%	12%	0%	-15%	9%[57.1 µM]	8%	4%	Cn1c(=O)c(=O)n(C)c2cc(N3CCOCC3)c(NS(=O)(=O)c3ccc(Cl)cc3)cc21
46%[activator]	5%	17%[11.4 µM]	45%[activator]	-4%	-18%	7%	3%	-1%	Cc1cccc(NCC(=O)N/N=C\c2cccc(Oc3ccccc3)c2)c1
-12%	14%	-20%	-24%	1%	?	17%	9%	-4%	CN(C(=O)CSc1nc2c(c(=O)[nH]1)CCCC2)C1CCCCC1
-23%	1%	-5%	49%[activator]	-3%	9%	-9%	11%	-6%	CN1CCN(NC(=O)c2ccc(Br)c(S(=O)(=O)N3CCOCC3)c2)CC1
2%	-3%	-3%	30%	0%	-7%	11%[57.1 µM]	-16%	i	CCc1cc(=O)[nH]c(SCC(=O)N2CCCC2)n1
0%	-6%	-29%	-16%	6%	-22%	13%[57.1 µM]	-14%	-8%	Cc1onc(-c2c(Cl)cccc2Cl)c1C(=O)O/N=C(\C#N)c1ccccc1
5%&-23%	-4%&11%	-12%&4%	36%&-8%	5%&-1%	-16%&-28%	9%[57.1 µM]	-4%&-1%	-1%&-2%	O=C(Nc1nnc(S(=O)(=O)N2CCOCC2)s1)c1ccccc1Cl
0%	1%	-8%	13%	-9%	-11%	5%[57.1 µM]	5%	0%	COc1ccc(S(=O)(=O)N2CCN(CC(=O)Nc3ccc(F)c(F)c3)CC2)cc1

Random excerpt: 2 records from the list, in no set order.
ALOX12 inh	Pin1 inh	RGS4 inh	HP1b chromo inh	ERG Ets-DNA blk	JMJD2A Tudor	rTrxR1 inhibitor	GLS inhibitor	PGK inhibitor	Molecule
?	23%	-2%	-28%	-3%	-8%	23%[57.1 µM]	-5%	-6%	CC(NC(=O)c1ccc2c(c1)N(Cc1cccc(F)c1)C(=O)c1ccccc1S2)c1ccccc1 (stereo unspecified)
5%&-23%	-4%&11%	-12%&4%	36%&-8%	5%&-1%	-16%&-28%	9%[57.1 µM]	-4%&-1%	-1%&-2%	O=C(Nc1nnc(S(=O)(=O)N2CCOCC2)s1)c1ccccc1Cl

Only part of the results is shown; count on the stated rates, not on these rows.
